PDI turbidity: blocks human protein disulfide isomerase activity | inhibition, % at 10 µM | PDI insulin aggregation turbidity, A650, 90 min | hit rate 0.052% among 350,000 | P07237;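 active = mean inhibition across replicates of 30% or more, whatever share of single replicates reach that level; inconclusive = mean inhibition below 30% while every single replicate reaches 30%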;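 note: absorbance from insulin aggregation driven by PDI reduction with DTT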
Target sequence (P07237 whole entry, looked up): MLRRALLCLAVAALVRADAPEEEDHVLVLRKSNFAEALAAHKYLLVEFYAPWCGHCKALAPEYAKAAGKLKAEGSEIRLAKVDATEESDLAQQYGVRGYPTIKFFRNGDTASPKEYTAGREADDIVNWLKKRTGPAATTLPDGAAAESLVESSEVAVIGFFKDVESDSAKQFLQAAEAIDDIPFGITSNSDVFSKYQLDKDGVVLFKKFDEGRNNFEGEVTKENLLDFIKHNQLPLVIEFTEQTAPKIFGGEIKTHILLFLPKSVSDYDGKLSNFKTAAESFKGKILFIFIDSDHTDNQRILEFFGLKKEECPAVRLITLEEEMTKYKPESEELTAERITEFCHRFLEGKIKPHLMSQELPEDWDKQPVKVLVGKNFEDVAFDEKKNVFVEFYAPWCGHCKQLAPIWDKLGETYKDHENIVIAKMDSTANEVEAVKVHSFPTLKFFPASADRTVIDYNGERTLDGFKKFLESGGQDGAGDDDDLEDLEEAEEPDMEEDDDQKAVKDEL
hiPSC survival: increases survival of single human iPS cells; hiPSC single-cell survival, ATPlite luminescence; 100% = ROCK inhibitor wells, 0% = DMSO; survival enhancement, % at 20 µM; hit rate 0.044% among 360,000; AID 602274; in the data active = survival enhancement above about 18%;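 note: cells exposed to compounds for 16 hours before the ATP read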
NR2E3 ag-1: agonists of human nuclear receptor NR2E3; Q9Y5X4; GST-NR2E3/biotin-RetCOR TR-FRET, 1536-well; inhibition of corepressor binding, % at 4.78 µM; hit rate 0.12% among 320,000; AID 2300;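 active = percent inhibition above the cutoff of mean plus 3 SD of all tested compounds, set per screening campaign, cut at about 20% in these data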;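 note: 0% = DMSO wells and 100% = biotin wells as full block of FRET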
Target sequence (Q9Y5X4 whole entry, looked up): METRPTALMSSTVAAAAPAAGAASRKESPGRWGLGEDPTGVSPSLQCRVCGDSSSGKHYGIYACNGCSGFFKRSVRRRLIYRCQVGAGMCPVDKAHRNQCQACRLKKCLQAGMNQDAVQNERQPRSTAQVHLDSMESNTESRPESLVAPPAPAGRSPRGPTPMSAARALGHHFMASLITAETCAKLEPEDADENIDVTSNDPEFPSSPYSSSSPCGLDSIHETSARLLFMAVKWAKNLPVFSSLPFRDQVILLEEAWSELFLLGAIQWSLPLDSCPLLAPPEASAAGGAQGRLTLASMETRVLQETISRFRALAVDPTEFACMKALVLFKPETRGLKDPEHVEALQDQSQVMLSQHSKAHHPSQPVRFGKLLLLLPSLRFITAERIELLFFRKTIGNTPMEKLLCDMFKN
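Material: NR2E3–RetCOR corepressor complex / Amount: 1.35 nM GST-NR2E3 / Medium: Tris pH 7.5 / Compound: single nominal compound dose of 4.8 µM / Incubation: 5 h at 4 °C / Technique: TR-FRET, Eu(K)-anti-GST donor, streptavidin-D2 acceptor, ex 340, em 617/671 nm / Read-out basis: percent loss of FRET ratio relative to control wells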
Granule exo inh: lytic granule exocytosis inhibition; TALL-104 LAMP-1 surface exposure, flow cytometry; cells stimulated with thapsigargin and PMA; inhibition, % at 10 µM; hit rate 0.66% among 360,000;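 active = inhibition above about 55%, limit read from the data; inconclusive = no clear call, values can overlap the other calls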
Vif inh: inhibitors of HIV Vif; HEK293T cells, Vif self-association by quenched fluorescence, imaging, 24 h; inhibition, % at 7.49 µM; AID 602346; hit rate 0.35% among 340,000; in the data active = inhibition above about 50%, passing the limit was not always enough; inconclusive = no clear call, values can overlap the other calls; inactive = below about 31%; note: some results filed as inactive read as strong as hits
CaV13 FRET inh: Primary screen for inhibitors of IQ motif and Ca2+-dependent inactivation inhibitor domain binding in CACNA1D, Förster resonance energy transfer in living cells, …; HEK cells, CFP/YFP FRET ICDI-IQ, plate reader, 10 min; percent FRET-ratio fall versus neutral wells; inhibition, % at 12.3 µM; hit rate 0.098% among 340,000;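 active = mean replicate inhibition of at least 30% and at least 1% of replicates passing that level; inconclusive = only one of the two criteria is met; inactive = neither criterion is met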;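 note: 0% = median of the neutral control wells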
HIF-2a block: blocks HIF-2a reporter activity; 786-0 RCC cells HIF-2a reporter, luciferase luminescence, overnight; inhibition, % at 18.8 µM; hit rate 0.72% among 360,000; AID 624352;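 active = inhibition of the luminescence signal of 40% or more relative to plate controls, in a single-dose primary screen at 18.75 µM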
MITF TRPM1 inh: MITF TRPM1 promoter inhibition in SK-MEL-5 cells; hit rate 0.83% among 330,000; SK-MEL-5 TRPM1 promoter luciferase, 24 h; inhibition, % at 12.5 µM;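 active = mean inhibition across replicates of 60% or more, whatever share of single replicates reaches that level; inconclusive = some that reach 60%, reason not given; inactive = mean inhibition across replicates below 60%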; note: values of inactives mirror those of a sister screen read the other way
NR2E3 ag-2: agonists of human NR2E3 nuclear receptor | Q9Y5X4 | CHO-S Gal4-NCOR/VP16-NR2E3 two-hybrid, luciferase | inhibition of corepressor binding, % at 3.98 µM | hit rate 0.35% among 360,000 | AID 602229;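 active = inhibition above the mean of all tested compounds plus 3 SD, cut at about 70% in these data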;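 note: 0% = DMSO with NR2E3 transfected cells and 100% = cells lacking NR2E3 construct; higher means lower luciferase signal from less NR2E3 corepressor binding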
Peg3 promoter: reduces Peg3 promoter-driven luciferase expression in HeLa | hit rate 1.7% among 360,000 | HeLa PEG-Prom luciferase reporter, luminescence, overnight | inhibition, % at 20 µM;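 active = inhibition of at least 50% at 20 µM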
aDG glyco act: alpha-DG glycosylation activation; Pro5-aDG cells, alpha-DG glycosylation AlphaScreen (IIH6); 0% Pro5, 100% B10-LARGE cell signal; activation, % at 10 µM; hit rate 0.22% among 360,000;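 active = activation of at least 8% versus controls, or a plate z-score of at least 8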;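 note: Pro5 are CHO cells carrying HIG-tagged alpha-DG that lacks glycosylation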
* marks the source's active call; other numbers are inactive results; ? = inconclusive; / = not tested or not shown.

SMILES	PDI turbidity	hiPSC survival	NR2E3 ag-1	Granule exo inh	Vif inh	CaV13 FRET inh	HIF-2a block	MITF TRPM1 inh	NR2E3 ag-2	Peg3 promoter	aDG glyco act
Cc1ccc(CS(=O)(=O)c2ccc(C(=O)N3CCCCC3)cc2[N+](=O)[O-])cc1	6	-0.4	-4	-2	-3	4	9	10	-25	21	0.2
COc1ccc(CN2C(=O)C(CC(C)C)Nc3ncnc(N4CCCCC4)c32)cc1 (stereo unspecified)	3	-1.9	-2	-14	0	-6	6	7	5	12	-0.1
O=C(CCC(=O)N(CC(=O)NC1CCCCC1)Cc1ccco1)Nc1nccs1	-8	-2.7	0	0	20	-1	8	-1	-35	1	0.2
COc1ccc(-c2cc(C(=O)NCCN3CCOCC3)no2)cc1OC	-2	0.1	5	-8	16	-7	15	1	3	-6	-0.1
O=C1CC(c2ccccc2)c2ccc(O)cc2O1 (stereo unspecified)	3	-0.8	-4	5	-12	-4	28	-12	-18	13	0.0
O=C(Cc1c(F)cccc1Cl)Nc1cc(S(=O)(=O)N2CCOCC2)ccc1N1CCOCC1	-4	0.6	/	0	2	-16	14	-7	-6	18	-0.3
Cc1nn(-c2cc(N(S(C)(=O)=O)S(C)(=O)=O)c(Cl)cc2Cl)c(=O)n1C	3	-0.1	1	-3	4	-2	11	1	-23	-14	0.0
CC1=C(C(=O)Nc2ccc(CC(=O)NCc3ccc(OC(C)C)cc3)cc2)SCCO1	-7	0.0	-2	-3	0	-6	-193	-7	-37	-292	0.1
CCc1ccccc1NC(=O)CN(C1CCCCC1)S(C)(=O)=O	5	-0.7	1	-6	4	-2	12	6	-6	18	0.0
COc1cc(-c2cc(NC=O)c3ncc(-c4ccc(F)cc4)n3c2)cc(OC)c1OC	-7	2.6	/	7	-1	-7	-38	/	-24	40	0.1
O=C(NCc1ccccc1Cl)C1CCCN(c2ncnc3c2nc2n3CCCCC2)C1 (stereo unspecified)	-7	-0.5	5	-3	-2	-2	5	6	-2	7	0.1
Cc1cc(C)n(/C(=C\N(C)C)C(=O)c2ccc(Cl)cc2)n1	1	-0.8	3	-8	2	-3	1	-9	4	13	0.8
CCOC(=O)c1c(CNCCN(CC)CC)n(C)c2cc(Br)c(OC)cc12	0	-5.4	2	8	-5	/	-9	1	9	33	3.5
CC(=O)N1CCc2cc(S(=O)(=O)CCC(=O)N3CCC(C)CC3)ccc21	8	0.0	1	1	-3	-2	9	3	3	5	-0.1
Cc1ccc(S(=O)(=O)N2CCN(S(=O)(=O)N3CCCCC3)CC2)cc1	-4	-1.3	4	-1	-2	-4	4	0	-13	1	0.0
COc1ccc(CSc2nnc(SCc3ccc([N+](=O)[O-])cc3)s2)cc1	1	0.2	1	-5	-1	-6	-26	7	-9	3	-0.1
O=C(NC(=S)Nc1nc(-c2ccc(Br)cc2)cs1)c1cccnc1	-13	-1.5	2	0	36	-5	-13	-35	-2	-49	0.6
CCNC(=O)N(CC)C[C@H]1N[C@@](CC)(C(=O)OC)[C@H]2C(=O)N(Cc3ccccc3)C(=O)[C@@H]12	11	2.1	/	-1	-3	-5	3	1	4	-20	-0.1
Cc1ccccc1NC(=O)c1ccc(COc2ccc3c(C)cc(=O)oc3c2)cc1	-15	-0.9	0	-2	35	-5	3	11	-11	21	0.6
CCCCN(C(=O)NC(=O)Nc1ccccc1OC)S(C)(=O)=O	-3	3.8	4	0	2	/	-41	4	2	1	0.3
CCOC(=O)c1ccc(NC(=O)CN(c2ccc(C)cc2)S(=O)(=O)c2c(C)n[nH]c2C)cc1	1	-0.3	3	0	-5	/	31	8	18	37	0.1
CCN1CCN(C(=O)CN2C(=O)c3cccc4cccc2c34)CC1	16	-3.5	-1	-16	-8	-6	21	12	-10	20	0.1
C/C(=N\NC(=O)Cc1c(C)[nH][nH]c1=O)c1ccc(Cl)c(Cl)c1	-4	1.0	1	-2	2	6	9	3	2	-6	-0.1
COc1ccc(N2CCN(C(=O)CNC(=O)Cn3cnc4sc(C)c(C)c4c3=O)CC2)cc1	2	-0.5	2	-9	-5	-5	-3	14	-14	11	-0.3
COCCN1C(=O)C(=O)/C(=C(/O)c2ccc(S(=O)(=O)N3CCOCC3)cc2)C1c1cccc(O)c1 (stereo unspecified)	0	0.5	2	-2	-4	-2	17	-9	3	7	0.1
CC/C(C)=C1\SC(N2CCOCC2)=NC1=O	-8	-2.4	3	4	/	/	-37	3	-8	-11	-0.3
Cc1ccc(NS(=O)(=O)c2ccc(Cl)s2)cc1S(=O)(=O)N(C)C	1	0.1	0	1	-3	-2	3	11	-3	-1	-0.3
O=C(COc1ccc([N+](=O)[O-])cc1Cl)NCCN1C(=O)CSC1=O	0	1.1	/	3	-2	-5	0	8	8	0	0.0
COc1ccccc1Nc1nc(N)nc(CN(C)C2CCCCC2)n1	-6	-2.0	-2	-3	/	-4	4	14	-1	2	0.0
CCn1cc(C(=O)NCCC(C)C)c(=O)c2cc(F)c(N3CCN(C(=O)c4ccco4)CC3)cc21	-1	-0.5	-1	10	8	-2	12	17	12	64*	0.2
CCNC(=O)COc1ccc(Br)cc1Cl	-2	-1.7	4	-1	4	-5	-81	-31	-6	-107	0.0
O=C(COc1ccccc1Br)NCCC1=CCCCC1	-1	-0.4	5	7	-10	-2	-55	-5	-19	-26	3.6*
COc1ccc(NC(=S)Nc2cccc3cnccc23)cc1	-6	-0.9	-2	5	-18	-6	-128	-4	-28	-58	0.3
CC(=O)Nc1ccc(S(=O)(=O)Nc2nc3ccccc3nc2Nc2ccc(O)cc2)cc1	-10	1.4	3	9	-9	-2	-7	5	-32	-3	-0.1
Cc1ccc(NC(=O)CC2CCCC2)c(Br)c1	0	0.0	1	0	11	-5	-196	-62	-42	-220	0.0
Cc1ccc(-n2c(=S)sc3c(=O)n(-c4ccccc4C)c(SCC(=O)O)nc32)cc1C	-4	1.3	0	-13	5	-20	13	-1	-31	1	0.1
COc1ccc(CN2C(=O)CSC2c2ccncc2)cc1 (stereo unspecified)	3	-0.5	-4	2	-2	?	12	4	-6	-2	0.0
CC(=O)c1ccc(NC(=S)Nc2cccc(S(=O)(=O)Nc3c(C)n(C)n(-c4ccccc4)c3=O)c2)cc1	8	-0.1	-1	-2	-10	-18	-1	-3	-38	-30	-0.4
CC(Oc1ccccc1Cl)C(=O)Nc1ccc(S(=O)(=O)N2CCOCC2)cc1 (stereo unspecified)	9	1.8	/	-1	28	-2	5	-2	-3	7	-0.1
CCOc1ccc(S(=O)(=O)NCc2ccccn2)cc1	-5	0.9	-3	2	0	-9	1	7	-15	12	-0.1

The last 3 records of the section before come first, to join the parts:
SMILES	PDI turbidity	hiPSC survival	NR2E3 ag-1	Granule exo inh	Vif inh	CaV13 FRET inh	HIF-2a block	MITF TRPM1 inh	NR2E3 ag-2	Peg3 promoter	aDG glyco act
CC(=O)c1ccc(NC(=S)Nc2cccc(S(=O)(=O)Nc3c(C)n(C)n(-c4ccccc4)c3=O)c2)cc1	8	-0.1	-1	-2	-10	-18	-1	-3	-38	-30	-0.4
CC(Oc1ccccc1Cl)C(=O)Nc1ccc(S(=O)(=O)N2CCOCC2)cc1 (stereo unspecified)	9	1.8	/	-1	28	-2	5	-2	-3	7	-0.1
CCOc1ccc(S(=O)(=O)NCc2ccccn2)cc1	-5	0.9	-3	2	0	-9	1	7	-15	12	-0.1
COc1ccc(NC(=O)c2cc(-c3ccccc3)nc3c2cnn3C(C)C)cc1	-9	-0.6	2	0	-2	-14	-43	-7	-14	-13	-0.2
O=c1c2ccccc2nc2n1C(CSc1ccc(F)cc1)CN2 (stereo unspecified)	-2	0.2	-1	-2	4	-7	8	-13	-11	-9	0.1
CCN(CC(=O)Nc1c(F)cccc1F)C(=O)c1ccc(OC)c(S(=O)(=O)NC2CCCC2)c1	20	-1.5	/	-2	2	-12	3	/	35	6	0.4
C=CCOC(=O)C1=C(C)NC(=S)NC1c1cccs1 (stereo unspecified)	1	0.2	2	10	7	2	19	1	19	-7	-0.4
N#Cc1c(N)n(-c2ccccc2N)c2nc3ccccc3nc12	-21	-0.9	5	6	1	-15	6	14	-28	-4	0.3
CN(C(=O)COC(=O)C1CCN(S(=O)(=O)c2c(Cl)cccc2Cl)CC1)c1ccccc1	-1	0.6	1	4	9	-6	11	7	-14	5	-0.1
Cc1ccccc1C(=O)N1CCC(C(=O)N2CCN(c3ncccn3)CC2)CC1	-3	3.9	1	-5	1	-5	6	-5	-18	4	0.1
COc1ccc(-c2ccc(S(=O)(=O)N3CCOCC3)cc2)cc1	-9	-0.3	5	4	-5	-4	-3	12	-10	2	0.0
Nc1ccccc1C#Cc1cnccn1	-2	2.9	4	0	-2	-11	-102	4	-19	-61	-0.1
CCN(CC(=O)Nc1c(F)cccc1F)C(=O)C1=COCCO1	7	-0.1	1	-2	-3	-1	14	0	-8	-2	0.5
COc1ccc(Cl)cc1NC(=O)NCC1CCN(Cc2cc(C)ccc2C)CC1	-1	-0.4	-1	37	1	-20	16	12	-24	50	1.1
O=C(OCc1nnc(-c2ccc(Cl)cc2)o1)c1ccc(O)cc1	6	1.6	-1	1	14	-6	-97	-12	-5	-64	-0.4
COc1ccc(/C=C/C(=O)OCC(=O)N2CC(=O)Nc3ccccc32)cc1	0	0.0	-1	-1	-5	-6	18	-5	-4	-2	-0.2
CC1(C)CC(=O)C2(CC3=C(CC(C)(C)CC3=O)O2)C(=O)C1	1	-1.7	-1	2	15	-5	-14	-9	-11	-15	-0.2
COc1cccc(Oc2cc(Cl)nc(N)n2)c1	8	0.4	3	-3	-5	6	-8	6	0	-9	-0.1
COC(CNC(=O)CC1C(=O)N(Cc2ccccc2)C(C)c2nc3ccccc3n21)OC (stereo unspecified)	2	-1.1	1	-11	-21	-19	14	2	-24	2	-0.3
Clc1cccc(Nc2nc(-c3cccnc3)cs2)c1	5	-0.8	2	-1	-5	-4	-257	-40	-67	-279	0.8
COc1cc(/C=C/C(=O)Nc2ccc(N3CCCCC3)c(S(=O)(=O)Nc3ccccc3Cl)c2)cc(OC)c1OC	13	2.5	-1	4	-14	-4	7	4	2	1	0.6
CCn1ccnc1CN(C)Cc1nc(-c2ccc3c(c2)OCO3)no1	-6	0.9	2	2	5	6	-163	-27	-58	-108	0.1
CC(NC(=S)NCCCN1CCOCC1)C12CC3CC(CC(C3)C1)C2 (stereo unspecified)	1	-1.2	-3	-4	0	-2	5	9	13	-20	-0.1
O=C(Nc1cccn(Cc2c(Cl)cccc2Cl)c1=O)c1ccc(Cl)cc1	4	0.1	-2	38	-13	-6	-55	7	-13	-113	0.6
COc1ccc2c(C)cc(SCC(=O)Nc3ncc(Cl)cc3Cl)nc2c1	4	3.3	0	1	16	-20	20	7	-4	19	-0.2

Compound activity from PubChem.
